# Screening results from PubChem.
# ERK EGF inh: qHTS Assay for Inhibitors of the ERK Signaling Pathway using a Homogeneous Screening Assay; Stimulation with EGF | HEK293-V1b, EGF-stimulated phospho-ERK AlphaScreen | Potency, µM (series often up to 11.5 µM), inactives show at the top dose activity change, negative = inhibition, usual class: inhibitors | 130,000 tested, 0.41% active | AID 1454, 2008; active means well fitted inhibition curve with a large enough effect; inconclusive means small, poorly fitted or top-dose-only effect, or effect the other way;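 further: plate controls were stimulated vehicle wells for no effect and unstimulated vehicle basal for full effect; nearly all actives have a fitted effect of over 55% in size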
#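 Compounds are titrated over HEK293-V1b cells kept overnight in 1% FBS. After 30 min at 37C, EGF (25 nM final) triggers ERK phosphorylation for 5 min, measured by AlphaScreen in lysates.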
# Active calls of the source: *; ? = inconclusive; [ ] = dose if it differs, or a comment. Potency means the concentration at half of the fitted maximal effect. Some of the compounds tested; count on the stated rates, not on these rows.
ERK EGF inh | Compound
0% | CCN(CC)CCNC(=O)c1ccc(NC(=O)/C=C/c2cc(OC)c(OC)c(OC)c2)cc1
7% | CCOc1ccccc1OCCCCOc1ccccc1F
2% | CCOCC(=O)N1CCN(c2cccc(Cl)c2)CC1
7% | Cc1c(N2C(=O)c3ccc(F)cc3C2=O)c(=O)n(-c2ccccc2)n1C
2% | COc1ccc(C(=O)Nc2c(Cl)cc(Cl)cc2C(=O)NCCN2CCOCC2)cc1
-9%[57.5 µM] | Cc1ccc(Nc2c3c(nc4ccccc24)CCC3)cc1
-2%[57.5 µM] | O=C(Nc1nnc(-c2ccc(Cl)cc2)o1)C1CCCCC1
6%[57.5 µM] | COC(=O)[C@H](CCSC)NC(=O)c1cccnc1SC
15% | O=C(NCC(=O)N(c1cccnc1)C(C(=O)NC1CCCC1)c1ccc(F)cc1)c1ccco1 (configuration not stated)
5% | Cc1cc(C)nc(NS(=O)(=O)c2ccc(NC(=O)CSc3nc(-c4ccccc4)c(C#N)c(=O)[nH]3)cc2)n1
-11% | S=c1[nH]nc(Cc2noc3ccccc23)n1-c1ccc(Cl)cc1
1% | Cc1c(C(c2cccc(O)c2)c2c(C)n(C)n(-c3ccccc3)c2=O)c(=O)n(-c2ccccc2)n1C
4% | CCOC(=O)C1(CCc2ccccc2)CCN(C(=O)c2occc2C)CC1
-6% | Cn1cc(CCNC(=O)CCc2nnc(CCCCc3ccccc3)o2)cn1
2% | COc1ccc(C(=O)N=c2sc3ccccc3n2C)cc1
0% | CN1CCN(CCNC(=O)Nc2ccc([N+](=O)[O-])cc2)CC1
0% | CN(CC(=O)Nc1ccc(N2CCOCC2)cc1)Cc1c(O)ccc2ccccc12
12% | CC(=O)Oc1ccc2c(c1)CCC1C2CC[C@]2(C)C(=O)CCC12 (some centres not stated)
1% | CCC(NC(=O)C1CCC1)c1ccc(C)cc1 (configuration not stated)
3% | O=C(NNC1=C(C(=O)C(F)(F)F)CCC1)c1ccncc1
-7% | Cc1ccccc1SCCNC(=O)CCc1ccccc1
3%[57.5 µM] | Cc1ccc(NC(=S)NCC2CCN(C(C)c3ccccc3)C2)cc1C (configuration not stated)
3%[57.5 µM] | CCC(=O)N1CCN(c2ccnc3cc(Cl)ccc23)CC1
-11%[57.5 µM] | C#CCOCCOCCOCCNc1nc(N2CCN(C(=O)[C@H]([C@@H](C)CC)n3cc([C@@H](N)Cc4ccc(O)cc4)nn3)CC2)nc(N2CCN(C(=O)[C@H](CCCCN)n3cc([C@@H](N)CC(C)C)nn3)CC2)n1
11%[57.5 µM] | Cn1cccc1CC(=O)NNC(=S)NC(=O)c1ccc(F)cc1
-3% | O=C(Nc1ccccc1)NC1CCCc2ccccc21 (configuration not stated)
12% | Cc1ccccc1CSCC(=O)Nc1c(C)n(C)n(-c2ccccc2)c1=O
34% | Clc1cccc(-c2nc(NCCCN3CCOCC3)c3ccccc3n2)c1
5% | Oc1ccc(Cl)cc1C1=NNC(c2cc(Br)cc3c2OCOC3)C1 (configuration not stated)
-3% | Cc1nn(Cc2ccccc2Cl)c2sc(C(=O)Nc3ccccc3N3CCOCC3)cc12

# Ordered by the number under ERK EGF inh (lowest first): some entries from above.
Molecule	ERK EGF inh
O=C(Nc1ccccc1)NC1CCCc2ccccc21 (configuration not stated)	-3%
CN1CCN(CCNC(=O)Nc2ccc([N+](=O)[O-])cc2)CC1	0%
CCC(NC(=O)C1CCC1)c1ccc(C)cc1 (configuration not stated)	1%
Oc1ccc(Cl)cc1C1=NNC(c2cc(Br)cc3c2OCOC3)C1 (configuration not stated)	5%
CC(=O)Oc1ccc2c(c1)CCC1C2CC[C@]2(C)C(=O)CCC12 (some centres not stated)	12%
Clc1cccc(-c2nc(NCCCN3CCOCC3)c3ccccc3n2)c1	34%

# Next records follow.
ERK EGF inh | Compound
-1% | CC(Cc1cccs1)NC(=O)c1cccs1 (configuration not stated)
-1% | O=C(CO/N=C/c1ccccc1OC(F)F)NC1CCCCC1
-14% | COc1ccc(C)cc1-n1c(C)cc(C=O)c1C
-4% | CCCCC/C=C\C/C=C\C/C=C\CCCCC(=O)NCCCC(=O)O
-4% | C#CCOc1ccc(/C=N/NC(=O)c2cccnc2)cc1OCC
-3% | CCCCCC1=C2CNC(C)(C(=O)OC)C=C2C(C)C1=O (configuration not stated)
5%[57.5 µM] | O=C(Cn1nnc2ccccc21)OCC(=O)c1ccc(F)cc1
3%[57.5 µM] | C/C=C\C=C/C(=O)Nc1cccc(C2=NOC3(C2)C[C@@H](C(N)=O)N(C(=O)CCCCC)C3)c1 (some centres not stated)
-1% | CC1CN(c2nc3ccccc3cc2-c2ccccc2)CC(C)O1 (configuration not stated)
9% | Cc1ncc([N+](=O)[O-])n1CC(=O)N/N=C/c1ccccc1F
-7% | COC(=O)C(C)Sc1ccc2nnc(-c3cccc(F)c3)n2n1 (configuration not stated)
3% | COC(=O)c1ccc(C(=O)NC(=S)Nc2nc3c(s2)CCCC3)cc1
-6% | CCCC(=O)NCCc1cc2c(C)ccc(C)c2[nH]c1=O
-6% | COc1ccc(CCNCC(=O)N2C(C)CCCC2C)cc1OC (configuration not stated)
-3% | O=C(O)c1cc(N2C(=O)C3C4C=CC(C4)C3C2=O)ccc1N1CCOCC1 (configuration not stated)
0% | O=C(NCCc1ccccc1)c1ccccc1NC(=O)C1CCCCC1C(=O)O (configuration not stated)
-7% | COc1ccc(CCC(=O)NC(C)C)cc1
5% | NC(=O)C1CCN(c2nc(-c3ccc(Br)cc3)cs2)CC1
6%[57.5 µM] | NC(=O)c1sc2nnc(-c3ccccc3)c(-c3ccccc3)c2c1N
9%[57.5 µM] | Cc1ccc2cc(NC(=O)Cc3ccccc3)ccc2n1
7% | COc1ccccc1C(=O)NNC(=O)CCCN1C(=O)/C(=C/c2cccs2)SC1=S
-7% | C1CC1Cc1noc(CN2CCN(C3C4CC5CC(C4)CC3C5)CC2)n1 (configuration not stated)
-12% | O=C1CSC(c2ccccc2[N+](=O)[O-])N1c1cccc(F)c1 (configuration not stated)
16% | Cc1ccc(NC(=O)CN2C(=O)N/C(=C/c3ccc(C)s3)C2=O)cc1
2% | CCOC(=O)c1c(C)n(-c2ccc(C)cc2)c2ccc(OCC(O)CNCCCO)cc12 (configuration not stated)
8% | O=C(c1ccc2ccccc2c1)C1CCCN(S(=O)(=O)c2cccnc2)C1 (configuration not stated)
-8% | Cc1cc(C)cc(NC(=O)N2CCN(C/C=C/c3ccccc3)CC2)c1
-14% | COCCNC(=O)c1ccccc1NC(=O)CCSc1ccccc1
-1% | O=C(C[n+]1cn(C(F)F)c2ccccc21)c1ccc(Br)cc1
-7% | FC(F)Oc1ccccc1NC(=S)NCc1ccco1
30%[57.5 µM] | O=C(CCC(=O)c1ccccc1)NCc1ccccc1
-7% | Cc1ccc(N2CC(=O)N(CC(=O)O)C2=O)cc1
-11%[57.5 µM] | CCOC(=O)Cn1c(=N)n(CCOc2ccc(Br)cc2)c2ccccc21
-6% | CC(Oc1ccccc1F)C(=O)Nc1ccc2ccccc2c1 (configuration not stated)
-8% | OCCCc1nc2ccccc2n1CCc1ccccc1
-3% | CCOc1ccc(N=C(/C(C(=O)C(=O)N2CCOCC2)=C(\O)c2ccccc2)c2ccccc2)cc1
12% | O=C(Nc1nnc(C2=COCCO2)o1)c1ccc(S(=O)(=O)N2CCCC2)cc1
2% | O=C(Nc1cccc(C(=O)N2CCN(c3cccc(Cl)c3)CC2)c1)c1ccccc1
-1% | COc1ccc2oc(=O)c(/C(C)=N/NC(=O)c3ccncc3)cc2c1
4% | COc1ccc(OCCCC(=O)Nc2ccc(N3CCOCC3)cc2)cc1
10%[57.5 µM] | O=C(c1ccc([N+](=O)[O-])cc1Cl)N1CCN(c2ccccn2)CC1
-1% | O=C(Nc1ccc(COc2ccccc2)cc1)c1cccc([N+](=O)[O-])c1
2%[57.5 µM] | COc1ccc(Cl)cc1CSc1ncn[nH]1
5% | Cn1ncc(Cl)c(Oc2ccc(C(C)(C)C)cc2)c1=O
? | O=C(CCCN1C(=O)/C(=C/c2ccccc2)SC1=S)Nc1ccccc1O

# Six entries out of the list, arranged by formula weight, highest first:
ERK EGF inh | Compound
5% | Oc1ccc(Cl)cc1C1=NNC(c2cc(Br)cc3c2OCOC3)C1 (configuration not stated)
0% | CN(CC(=O)Nc1ccc(N2CCOCC2)cc1)Cc1c(O)ccc2ccccc12
5% | NC(=O)C1CCN(c2nc(-c3ccc(Br)cc3)cs2)CC1
6%[57.5 µM] | COC(=O)[C@H](CCSC)NC(=O)c1cccnc1SC
2% | CCOCC(=O)N1CCN(c2cccc(Cl)c2)CC1
30%[57.5 µM] | O=C(CCC(=O)c1ccccc1)NCc1ccccc1

# Remaining list, next part
ERK EGF inh | Compound
-3% | CCCc1nc(N2CCN(S(=O)(=O)c3ccc(Cl)cc3)CC2)c2c(C)c(C)sc2n1
-1% | C/C(Cc1ccccc1)=N\NC(=O)C1CCCCC1
-13% | CCC1CCCCN1C(=O)c1ccc(OC2CCN(C(=O)C3CC3)CC2)cc1 (configuration not stated)
-8%[57.5 µM] | CN1C(=O)NC(c2ccc(O)cc2)C2=C1CN(c1cccc3ccccc13)C2=O (configuration not stated)
-4% | COc1ccccc1-c1ccc(SCc2ccc([N+](=O)[O-])cc2)nn1
? | Clc1ccc(-c2csc(N/N=C\c3cccnc3)n2)cc1
-11%[57.5 µM] | COc1ccc(C)cc1NC(=O)Nc1cccc(C)c1
0% | C/C(=N/NS(=O)(=O)c1ccccc1)c1ccc(Cl)cc1
-1% | O=C(CS(=O)(=O)c1ccc(Cl)cc1)NCCS(=O)(=O)c1ccc(Cl)cc1
9% | O=C(Nc1cccc([N+](=O)[O-])c1)c1ccc2c(c1)OCO2
-4% | CCC(C)NC(=O)c1cn(CC)c2ccc(S(=O)(=O)N(C)C)cc2c1=O (configuration not stated)
-12% | CC(C)=CC(=O)OCC(=O)NC1CCCc2ccccc21 (configuration not stated)
0% | COC(=O)C1=C(C)NC(=O)CC1c1cccc(Cl)c1Cl (configuration not stated)
13% | N#Cc1cc2c(nc1Cl)CCCC2
0% | C/C(Cn1nnc2ccccc21)=N\OC(=O)c1ccccc1C
-2% | COCCNC(=S)N/N=C(\C)c1ccc(C)c([N+](=O)[O-])c1
-2% | COc1ccc(NS(=O)(=O)c2cccc(N/C(=N\S(=O)(=O)c3ccccc3)c3ccc(F)cc3)c2)cc1
-4%[57.5 µM] | O=C(N/N=C/c1cc2c(cc1Br)OCO2)c1ccccn1
0%[57.5 µM] | COc1ccc(N(CC(=O)Nc2ccccc2C)S(=O)(=O)c2c(C)[nH]c(=O)[nH]c2=O)cc1
-2% | COc1ccc(-n2cc(-c3ccccc3)nc2SC)cc1
2% | Cc1cc(C)cc(Oc2coc3cc(OC(=O)c4cccnc4)ccc3c2=O)c1
4%[57.5 µM] | N/C(=C\C(=O)c1cc(Cl)ccc1O)C(Cl)(Cl)Cl
-5% | O=C(O)c1ccc(N=NN2CCOCC2)cc1
-5% | CC1CN(CCCCOc2ccc3ccccc3c2)CC(C)O1 (configuration not stated)
-2% | S=c1[nH]nc(-c2cc3ccccc3o2)n1Cc1ccccc1
9% | O=C(c1ccc(CSc2ccccc2)cc1)N1CCCCCC1
10% | Cc1ccc(-n2c(SCC(=O)NCc3ccco3)nc3sc(C)c(C)c3c2=O)cc1
-7% | CCc1c(C)c(C#N)c2nc3ccccc3n2c1NCc1ccccn1
2% | N#C/C(=N\O)c1nc2ccccc2[nH]1
5% | CN(C)c1ccc(C(=S)N2CCCCC2)cc1

# The final 6 entries of the section above lead into the next.
ERK EGF inh | Compound
-2% | S=c1[nH]nc(-c2cc3ccccc3o2)n1Cc1ccccc1
9% | O=C(c1ccc(CSc2ccccc2)cc1)N1CCCCCC1
10% | Cc1ccc(-n2c(SCC(=O)NCc3ccco3)nc3sc(C)c(C)c3c2=O)cc1
-7% | CCc1c(C)c(C#N)c2nc3ccccc3n2c1NCc1ccccn1
2% | N#C/C(=N\O)c1nc2ccccc2[nH]1
5% | CN(C)c1ccc(C(=S)N2CCCCC2)cc1
-2%[57.5 µM] | Cc1ccc(C2(c3noc(CN4C[C@@H](C)O[C@@H](C)C4)n3)CCCC2)cc1
? | CC(=O)C1=C(C)NC2=C(C(=O)c3ccccc32)C1c1ccccc1 (configuration not stated)
37% | O=C(O)C1CCCN(CCC=C(c2ccccc2)c2ccccc2)C1 (configuration not stated)
-2% | CCSc1nnc(NC(=O)[C@@H](NC(=O)c2cccc(C)c2)C(C)C)s1
? | CN1CCN(C2=Cc3ccc(Cl)cc3Sc3ccc(F)cc32)CC1
5% | Cc1ccc(Oc2ccc(NC(=O)CSc3n[nH]c(N)n3)cc2)cc1
4% | C=CCOc1ccc(Br)cc1CNC(C)(C)CO
13% | CN(C)c1ccc(-c2nc(N(C)C)c3ccccc3n2)cc1
5% | O=C(/C=C/c1ccc(Br)cc1)N1CCN(c2cccc(C(F)(F)F)c2)CC1
4% | Cc1onc(-c2ccccc2)c1C(=O)Nc1ccc(S(=O)(=O)NC(C)(C)C)cc1
4% | COc1ccc(OC)c(NC(=O)c2ccc(OC3CSC3)cc2)c1
3%[57.5 µM] | O=C1NCCN(Cc2ccc(F)cc2)C1CC(=O)N1CC=C(c2ccccc2)CC1 (configuration not stated)
-2% | Cn1ccc(NC(=O)Nc2ccc(Cl)cc2Cl)n1
-11% | O=C(O)C(O)C(O)(Cc1ccc(O)cc1)C(=O)O (configuration not stated)
-1% | O=C(Cc1c[nH]c2ccccc12)Nc1cccc(S(=O)(=O)N2CCCCC2)c1
